DENV2 CPE: inhibitors of DENV2 cytopathic effect; 350,000 tested, 1.7% active; DENV2-infected cells, cytopathic effect rescue, plate reader; CPE inhibition, % at 9.99 µM; in the data active = CPE inhibition above about 20%, passing the limit was not always enough; inconclusive = no clear call, values can overlap the other calls; tested in BHK-21 cells;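 also: 0% = median of neutral control wells and 100% = median of positive control wells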
INS-1E GSIS act: primary screen for activators of insulin secretion dependent on glucose, INS-1E cells, GLuc reporter luminescence; 370,000 tested, 0.61% active; activation, % at 16.6 µM; AID 743287; INS-1E GLuc reporter insulin secretion, 2-3 h;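 active = lowest replicate activation of at least 40%, so every replicate reaches that level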;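 also: 0% = median of neutral control wells and 100% = median of IBMX positive control wells; some compounds called inactive have numbers as strong as hits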
PAX8 reporter: lowers PAX8-driven luciferase in RMG-I cells; RMG-I TPO-luciferase reporter, SteadyGlo, 24 h; inhibition, % at 12.6 µM; 360,000 tested, 1.2% active;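 active = mean replicate inhibition at least 60% with every replicate also reaching 60%; inconclusive = only one of the two criteria is met; inactive = mean below 60% and not all replicates reaching 60%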;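 also: luciferase light reporting Pax8 driven TPO promoter activity; plate controls were median of neutral control wells for no effect and mitoxantrone controls for full effect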
FN deposit inh: fibronectin deposition inhibition; AH1F fibroblasts, Alexa488-fibronectin deposition fluorescence, overnight; 350,000 tested, 0.086% active; inhibition, % at 12.6 µM;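 active = mean inhibition across replicates of 30% or more, regardless of how many single replicates reach that level; inconclusive = mean under 30% yet at least half of replicates reach 30%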;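 also: positive control wells lacked labelled fibronectin entirely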
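Schedule: 1 h cell adhesion before compound, then overnight fibronectin incubation; test system: AH1F fibroblast monolayer depositing Alexa488-labelled fibronectin into matrix; quantity: 10000 AH1F cells per well; probe or stimulus: fluorescent fibronectin at 24 nM final; signal: fluorescence, ex 485 nm, em 525 nm; evaluation: percent inhibition as loss of matrix-bound fibronectin fluorescence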
F508del corr: correctors of CFTR F508del function in bronchial epithelial cells | CFBE cells, YFP halide quenching; stimulated with forskolin plus potentiator P3; % fluorescence drop versus neutral controls | activity (quench increase), % at 7.58 µM | 350,000 tested, 0.36% active;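 active = mean added fluorescence quench of at least 8% versus neutral control, with both replicates also reaching 8%; inconclusive = only one of the mean or replicate conditions met; inactive = mean below 8% and not both replicates reaching 8%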;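 also: cells transiently co-express mutant CFTR-F508del with the halide-sensitive YFP; corrector assay measuring rescue of mutant channel to the surface after 24 h compound exposure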
EWS-Fli block: EWS/Fli transcriptional activity inhibition; 350,000 tested, 0.67% active; inhibition, % at 12.6 µM; A673 NR0B1-luciferase reporter, viability-normalised;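 active = mean inhibition of at least 50% after viability correction, with every replicate also passing that limit; inconclusive = mean reaches 50% but only one of two replicates passes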;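 also: firefly luciferase signal divided by Alamar Blue viability fluorescence both relative to DMSO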
miR122 inh: inhibitors of miR-122 in Huh7 cells. activation (reporter increase), % at 12.5 µM. Huh7 miR-122 Renilla luciferase sensor, 48 h; neutral wells = 0, positive control = 100. 340,000 tested, 0.3% active;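 active = mean replicate activation score at least 90 and every replicate individually at or above 90; inconclusive = only one of the two criteria met; inactive = neither criterion met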;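 also: higher luciferase means less miR-122 activity so hits act as miR-122 inhibitors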
The depositor's hits bear a star; ? = inconclusive; . = no result given; & = joins results of further samples; [ ] = dose if it differs, or a comment.

SMILES | DENV2 CPE | INS-1E GSIS act | PAX8 reporter | FN deposit inh | F508del corr | EWS-Fli block | miR122 inh
C/C(=N\OCC(=O)OCC(=O)NC(=O)c1ccccc1)c1ccc2c(c1)OCO2 | -2 | 6 | -11 | 10 | -1.4 | -5 | -8
Cc1cc(C)n2nc(-c3ccccc3)cc2n1 | -4 | 8 | -59 | 15 | -0.6 | -74 | 4
CC(Oc1ccccc1)c1ccn[nH]1 (stereo not given) | 19 | 11 | -2 | 1 | -1.3 | -5 | -4
O=C(CNC(=O)c1ccc2c(c1)OCCO2)N/N=C/c1ccc([N+](=O)[O-])cc1 | 9 | -1 | 11 | 10 | -2.8 | 4 | -1
CCCc1c(O)nc(SC2CC(=O)N(c3cc(OC)ccc3OC)C2=O)[nH]c1=O (stereo not given) | . | 11 | 10 | 2 | . | . | -1
CCn1c(CC(=O)Nc2ccccc2C)nnc1SCC(=O)NC1CCCC1 | 2 | 4 | -5 | -5 | 0.1 | -4 | 5
COc1ccc(OC)c(NC(=O)CN(C)CC(=O)Nc2ccccc2Cl)c1 | 2 | 19 | 13 | -1 | -0.6 | 3 | 2
CC(=O)N1CCN(CC(=O)Nc2cc(S(=O)(=O)N3CCOCC3)ccc2C)CC1 | 4 | -20 | 4 | -11 | 1.0 | -8 | .
CC1CCCCC1NCC(=O)NCc1ccc(F)cc1 (stereo not given) | -1 | -1 | 11 | 0 | 1.2 | 5 | .
CCCCOc1ccc(S(=O)(=O)NC(=O)C2(C)CCN2C(=O)c2cccc(F)c2)cc1 (stereo not given) | ? | -7 | 3 | -5 | 0.1 | 1 | -6
C[C@H](CO)N1C[C@H](C)[C@@H](CN(C)CC2CC2)OCCCC[C@H](C)Oc2ccc(NS(C)(=O)=O)cc2C1=O | -4 | 7 | 2 | 2 | -2.4 | . | 3[16.7 µM]
Cc1noc(C)c1NC(=O)Nc1cccc2c1O[C@H](CN(C)C(=O)Nc1ccc(C(F)(F)F)cc1)[C@H](C)CN([C@@H](C)CO)C2=O | . | -9 | -43 | 1 | -3.1 | 1 | 1[16.7 µM]
Cc1ccccc1S(=O)(=O)N1[C@@H](C#N)[C@@H](c2ccc(-c3ccccc3)cc2)[C@@H]1CO | -11 | -3 | -1 | 6 | -3.2 | 4 | .
C/C(=N\NC(=O)c1c(C)nc2ccccn12)c1cccc([N+](=O)[O-])c1 | 1 | 8 | -8 | . | 3.5 | -2 | .
CCN(CC)c1ccc(NC(=O)CC2Oc3ccccc3NC2=O)c(C)c1 (stereo not given) | -3 | -1 | 14 | 0 | 3.3 | -5 | 6
CC(C)C#Cc1cnc2c(c1)C(=O)N([C@H](C)CO)C[C@H](C)[C@H](CN(C)C(=O)Nc1cc(F)ccc1F)O2 | 3 | -25 | . | . | -0.5 | -1 | -8[16.7 µM]
COc1ccccc1Oc1c(C)oc2c(CN(C)C)c(O)ccc2c1=O | . | -8 | 39 | -1 | 2.4 | 6 | 0
Oc1ccc2ccccc2c1C=NNc1ccccn1 | -7 | 18 | 12 | . | 9.7* | -24 | .
C[C@@H]1CCCCO[C@H](CN(C)C(=O)Nc2ccc(F)cc2)[C@H](C)CN([C@@H](C)CO)C(=O)c2cc(NS(=O)(=O)c3ccccc3)ccc2O1 | 8 | -3 | 12 | . | 1.7 | 4 | -2[16.7 µM]
O=C(COC(=O)c1ccc2c(=O)n3c(nc2c1)CCC3)Nc1ccccc1F | -1 | 14 | -5 | 8 | . | 7 | .
CN(Cc1ccccc1)C(=O)[C@@H]1CCCN1C(=O)[C@@H]1CCCN1C(=O)c1c(F)cccc1F | -6 | 4 | -13 | -3 | 3.6 | 0 | .
COc1ccccc1C(=O)NNC(=O)c1ccc(Cl)cc1 | 13 | -2 | -41 | -3 | -4.0 | -1 | -1
Cc1cc(OC(C)C(=O)NCCN2CCOCC2)c2c(C)cc(=O)oc2c1 (stereo not given) | -5 | -1 | -48 | 0 | -1.1 | -7 | -4
CCS(=O)(=O)N1Cc2ccccc2CC1C(=O)NC(C)C12CC3CC(CC(C3)C1)C2 (stereo not given) | . | . | 13 | 14 | . | . | -9
O=C(CSc1nc2nn(-c3ccccc3)c(=O)c-2c2n1CCCCC2)NCCc1ccccc1 | -2 | -8 | -17 | 1 | 1.8 | 0 | .
Remaining list, next part.
SMILES | DENV2 CPE | INS-1E GSIS act | PAX8 reporter | FN deposit inh | F508del corr | EWS-Fli block | miR122 inh
N#CC1=C(N)Oc2cc(N)ccc2C1C1CC=CCC1 (stereo not given) | . | . | 2 | 11 | . | . | 26
C[C@@H]1CN([C@@H](C)CO)C(=O)Cc2cc(NC(=O)CCC(F)(F)F)ccc2O[C@@H]1CN(C)CC1CC1 | 42* | 5 | -18 | 1 | -1.0 | -1 | 2[16.7 µM]
Nc1cccc(-c2nc3ccc(C(=O)c4ccccc4)cc3[nH]2)c1 | -10 | 22 | -100 | -3 | 3.5 | -63 | .
COc1ccc(C2(NC(C)=O)CCN(Cc3cccnc3)CC2)cc1 | 4 | 0 | 22 | 0 | -2.8 | 1 | -6
CNC(=O)C[C@H]1C(=O)N(C2CCCCC2)C[C@@H]1CSC | 7 | 4 | -32 | 2 | 0.4 | -6 | 2
Fc1ccc(-c2nnc(Cc3ccc(Cl)cc3)o2)cc1 | -3 | -18 | -129 | 0 | 0.5 | -47 | -1
CC1=CCC2(CO)COC(c3ccccc3O)C1C2 (stereo not given) | . | . | 4 | -1 | . | . | -3
O=C(CCNS(=O)(=O)c1ccc(Br)cc1)NCCc1ccc(Cl)cc1 | 3 | -42 | 14 | 8 | 4.5 | 16 | -1
CC(C)NC(=O)N(C)C[C@H]1Oc2ccc(NC(=O)CCC(F)(F)F)cc2C(=O)N([C@H](C)CO)C[C@H]1C | 71* | 20 | -6 | . | 0.6 | -17 | -3[16.7 µM]
O=C(C1CC1)N1CC[C@H]2[C@H](CO)Nc3ccc(-c4cccc(F)c4)cc3[C@H]21 | 32* | -14 | 12 | -1 | -0.3 | 5 | 7[16.7 µM]
Cn1c(=O)c2[nH]c(Cc3cccc4ccccc34)nc2n(C)c1=O | 6 | 4 | -1 | 10 | -0.4 | 4 | -6
Cc1noc(C)c1NC(=O)Nc1ccc2c(c1)C(=O)N([C@H](C)CO)C[C@H](C)[C@H](CN(C)S(C)(=O)=O)O2 | 3 | 4 | . | . | -1.4 | 0 | -3[16.7 µM]
CC(CCc1ccccc1)NC(=O)C1CC1 (stereo not given) | 2 | 12 | 7 | -3 | 0.0 | -3 | -5
CC(C)=CCN1CCN(Cc2ccc(C#CC(C)(C)O)cc2)CC1CCO (stereo not given) | 12 | -9 | -12 | 1 | 1.7 | -7 | -9
CN(C(=O)c1cc(S(=O)(=O)N2CCCCC2)c[nH]1)C1CCCCC1 | 9 | -14 | 9 | . | 0.7 | 6 | -7
Cc1ccc(CN2CC(N3CCCCC3)CS2(=O)=O)cc1 (stereo not given) | 4 | 10 | -9 | -1 | 3.6 | -2 | -1
CC(C)(C)c1ccc(CC(=O)N2CCC2(C)C(=O)NS(=O)(=O)c2ccc3c(c2)CCO3)cc1 (stereo not given) | -5 | -15 | 8 | 4 | -3.9 | 3 | -1
O=C(/C=C/c1ccccc1)Nc1cccc(C(=O)NCCCCc2ccccc2)c1 | 12 | . | -33 | 5 | -0.3 | -13 | -2
COc1ccc(N2CCN(C(=O)NC(=O)c3ccc(Cl)cc3)CC2)cc1 | 14 | 0 | 3 | -3 | 0.7 | . | -7
Cc1cc(OCC(=O)OCC(=O)Nc2cc(C(F)(F)F)ccc2N2CCOCC2)ccc1Cl | -6 | -23 | -25 | . | -0.5 | -1 | -21
O=C(N[C@@H]1C=C[C@H](CC(=O)N2CCN(c3ccccc3)CC2)O[C@@H]1CO)c1ccccc1 | 4 | -4 | . | 1 | -2.8 | . | .
CS(=O)(=O)N1CCCC(C(=O)Nc2ccccc2C(F)(F)F)C1 (stereo not given) | . | . | 1 | 4 | 2.6 | 14 | 0
CC(C)c1ccc(NC(=O)COC(=O)COc2ccccc2)cc1 | . | 6 | -7 | -2 | -0.4 | -5 | .
O=C(OCC(=O)N1CCCCC1)c1cc(S(=O)(=O)N2CCOCC2)c(Cl)cc1Cl | -3 | -3 | 14 | 3 | 0.8 | 19 | -9
C[C@@H]1CN([C@H](C)CO)C(=O)c2cccc(NS(=O)(=O)c3ccccc3)c2O[C@H]1CN(C)C | -1&2 | 15 | -6 | -4&0 | -0.2&3.6 | -5&2 | -4[16.7 µM]
Next section
SMILES | DENV2 CPE | INS-1E GSIS act | PAX8 reporter | FN deposit inh | F508del corr | EWS-Fli block | miR122 inh
COCc1c(N)c(C)nc(Cl)c1C#N | 0 | 13 | 4 | -7 | 0.3 | 2 | .
Cc1occc1C(=O)N/N=C/C=C/c1ccccc1 | 4 | 0 | -74 | 15 | 1.4 | -103 | .
COc1cccc(N2CCN(Cc3nc(N)nc(Nc4ccccc4OC)n3)CC2)c1 | . | . | 5 | -9 | . | . | -8
COc1cccc(C(=O)/C=C/Nc2ccc(S(=O)(=O)Nc3ncccn3)cc2)c1 | 0 | 8 | 7 | 5 | . | 4 | .
CN(c1ccccc1)c1nc(N)c([N+](=O)[O-])c(NCc2ccccc2)n1 | -3 | 20 | 24 | -6 | -0.8 | -2 | -2
C/C=C/c1ccc([C@H]2[C@@H](CO)N(C(=O)c3cccnc3)[C@H]2C#N)cc1 | -3 | -9 | 4 | -2 | 1.1 | -4 | .
O=C(CCl)Nc1cccc(CP(=O)(c2ccccc2)c2ccccc2)c1 | -2 | 17 | 18 | 6 | -0.7 | 28 | -6
S=C(NCCCN1CCOCC1)Nc1ccc(-c2nc3ccccc3[nH]2)cc1 | -1 | -8 | -33 | 2 | 1.0 | -38 | 5
C[C@@H]1CN([C@H](C)CO)C(=O)CCCn2nncc2CO[C@@H]1CN(C)C(=O)Nc1ccc(C(F)(F)F)cc1 | 2 | -7 | 3 | -6 | -2.1 | -2 | 0[16.7 µM]
C/C(=N\NC(=O)CCn1nnc2ccccc21)c1ccco1 | 3 | 22 | -17 | 4 | -0.3 | -12 | 2
CCCC(=O)Nc1ccc(C(=O)Nc2ccc([N+](=O)[O-])cc2OC)cc1 | 10 | 0 | -7 | -4 | -3.1 | -4 | 3
CCCCCN(C(=O)NC(=O)Nc1ccc(C)cc1)S(=O)(=O)c1ccccc1 | -15 | -4 | 3 | 6 | . | -15 | .
CC(C)(C)c1ccc(-c2c(C#N)c(N)nc3c2CCCC3)s1 | . | . | 11 | -4 | . | . | 14
C[C@@H]1CN([C@@H](C)CO)C(=O)c2cc(-c3cccnc3)cnc2O[C@H]1CN(C)C(=O)Nc1ccc2c(c1)OCO2 | 8 | 8 | . | -6 | 2.2 | -16 | 1[16.7 µM]
COc1ccc(-n2nc(C(=O)NCC(=O)N3CCN(c4cccc(Cl)c4)CC3)c3ccccc3c2=O)c(OC)c1 | 1 | -2 | 2 | -11 | -0.4 | -16 | .
CC(C=NN=C1C(=O)Nc2ccccc21)=Cc1ccccc1 | -8 | -14 | 12 | 4 | 1.9 | 9 | .
CCCS(=O)(=O)NC(=O)C1(C)CCN(C(=O)c2cc(F)cc(F)c2)C1 (stereo not given) | 5 | -9 | . | 3 | -4.3 | 2 | 1
NC(=O)c1ccc(NC(=O)c2cnc3ccccc3n2)cc1 | 4 | 2 | -46 | 0 | -0.9 | -75 | .

Whole records as entered above.
Results for `CCCS(=O)(=O)NC(=O)C1(C)CCN(C(=O)c2cc(F)cc(F)c2)C1` (stereo not given) = DENV2 CPE: 5; INS-1E GSIS act: -9; PAX8 reporter: .; FN deposit inh: 3; F508del corr: -4.3; EWS-Fli block: 2; miR122 inh: 1
Results for `CC(C=NN=C1C(=O)Nc2ccccc21)=Cc1ccccc1` = DENV2 CPE: -8; INS-1E GSIS act: -14; PAX8 reporter: 12; FN deposit inh: 4; F508del corr: 1.9; EWS-Fli block: 9; miR122 inh: .

Screening data from PubChem.
